# ELG1 genotox: genotoxicity induction in ELG1-luciferase HEK293T cells. HEK293T ELG1-luciferase reporter, luminescence, 16 h. Potency, µM (series often up to 46 µM), for the others: at the highest dose activity change, positive = activation, usual class: activators. 330,000 compounds, 1.3% hits; note: % of control where 0% means no effect; nearly all actives have a fitted effect of over 60% in size
#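 Luminescence read-out: rising ELG1-luciferase signal, reflecting elevated ELG1 protein under genetic stress, flags genotoxic compounds. Cells were treated for 16 hr at 37 °C before ONE-Glo detection.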
# BRCA1 expr up: activators of BRCA1 expression; Potency, µM (titrated, usually from 46.1 µM), inactives show at the top dose activation, actives largely listed as activators; 380,000 compounds, 1.1% hits; AID 624202; MCF7-BRCA1-FFLuc reporter, luminescence, 48 h; response scale: scaled: vehicle 0%, 10 µM genistein 100%; note: nearly all actives have a fitted effect of over 80% in size; some results filed as inactive show a strong effect at the top dose
#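 Luminescence from a BRCA1-driven firefly luciferase in MCF7 cells was the read-out, taken 15 min after substrate addition following 48 h compound exposure at 37 °C. Data were normalized to a 10 microM genistein control and DMSO vehicle.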
# CXXC DNA block: MLL CXXC-DNA interaction inhibition. AID 2662. Q03164. MLL-CXXC / FITC-HOXA9 DNA fluorescence polarization. 290,000 compounds, 0.037% hits. Potency, µM (highest dose often 115 µM), inactives show top-dose activity change, negative = inhibition, usual class: inhibitors; active = well fitted inhibition curve with a large enough effect in the polarisation, with a control signal flat, not every such curve was filed as active; inconclusive = small, poorly fitted or top-dose-only effect, or effect the other way, or a change in a side signal; inactive = no such curve, though single readings can be large or run the other way; the % refers to the polarisation
#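 Purified MLL-CXXC (added from a 7 uM solution) was preincubated 5 min at ambient with pinned compounds in 50 mM Tris-HCl pH 7.5, 50 mM NaCl, 1 mM DTT, 0.05% BSA. Fluorescein-labeled HOX-A9 DNA (50 nM solution) followed, 30 min, then polarization read.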
# NPC1 promoter act: NPC1 promoter activation | AID 485313 | 320,000 compounds, 2.4% hits | Huh7 NPC1 promoter luciferase reporter, 24 h | Potency, µM (series often up to 9.22 µM), for inactives: at the highest dose activation, most hits filed as activators;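 note: % of control where 0% means no effect; nearly all actives have a fitted effect of over 60% in size; reporter is driven by a mutant NPC1 promoter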
#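 Cells: Huh7 expressing luciferase under the NPC1 promoter, 1500/well. Seeded 2 h, compound added, incubated 24 h at 37 °C. Luciferase reagent, 10 min ambient, then luminescence.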
# VP16 counter: counter-screen for ROR gamma inhibitors: Gal4-VP16 reporter. Drosophila S2 Gal4-VP16 UAS-luciferase, luminescence, 20 h. Potency, µM (series often up to 53.6 µM), for inactives: at the highest dose activity, negative = inhibition, actives largely listed as inhibitors. 310,000 compounds, 3.5% hits;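 note: Gal4-VP16 expression switched on by copper sulfate through the metallothionein promoter; % is set by controls: 0 for no effect and ±100 for the full control effect; nearly all actives have a fitted effect of over 50% in size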
# RORgamma inh: ROR gamma (mouse) transcription inhibition; 310,000 compounds, 5.4% hits; Potency, µM (titrated, usually from 53.6 µM), for inactives: top-dose activity change, negative = inhibition, most hits filed as inhibitors; P51450; AID 2551; Drosophila S2 Gal4-RORgamma UAS-luciferase reporter, 20 h; note: % is set by controls: 0 for no effect and ±100 for the full control effect; nearly all actives have a fitted effect of over 60% in size
# Target sequence (P51450 whole entry, looked up, the tested form may be a part): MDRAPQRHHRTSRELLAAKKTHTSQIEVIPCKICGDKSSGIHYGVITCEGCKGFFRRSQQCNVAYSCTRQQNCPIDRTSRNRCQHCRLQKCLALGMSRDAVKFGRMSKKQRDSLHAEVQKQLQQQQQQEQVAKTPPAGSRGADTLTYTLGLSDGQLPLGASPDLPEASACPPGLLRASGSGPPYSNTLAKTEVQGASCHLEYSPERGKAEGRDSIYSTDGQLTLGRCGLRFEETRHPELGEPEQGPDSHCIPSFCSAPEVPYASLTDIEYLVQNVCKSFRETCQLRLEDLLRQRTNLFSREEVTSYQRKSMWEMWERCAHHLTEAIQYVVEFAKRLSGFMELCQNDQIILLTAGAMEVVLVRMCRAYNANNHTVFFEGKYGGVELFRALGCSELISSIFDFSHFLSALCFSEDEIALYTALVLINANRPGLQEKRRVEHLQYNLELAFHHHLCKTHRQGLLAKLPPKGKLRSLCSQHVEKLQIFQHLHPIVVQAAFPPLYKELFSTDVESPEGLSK
#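 Luciferase reporter read in Schneider cells carrying Gal4-RORγ (mouse) and UAS-Photinus luciferase; cells given compound 1 h before 700 uM copper sulfate induction, then incubated 20 h at ambient temperature.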
# p53 reactivation: re-activators of mutant p53; H1299 p53-A138V BP100-luciferase reporter, luminescence, 24 h; 320,000 compounds, 0.063% hits; AID 504706; Potency, µM (highest dose often 92.2 µM), for the others: top-dose activity change, positive = activation, hits mostly activators; note: % of control where 0% means no effect; nearly all actives have a fitted effect of over 45% in size
#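 H1299 (p53-null), stable ts p53-A138V + BP100-Luc; 1000 cells/well, Opti-MEM/10% FBS; cpd 4 pt, 1:5; 24 h, 37 deg C, 5% CO2; detection reagent 10 min RT; luminescence.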
# uPA generation: blocks generation of uPA at the cell surface; cell surface uPA generation assay, qHTS; Potency, µM (series often up to 38.3 µM), for inactives: top-dose activity change, negative = inhibition, hits mostly inhibitors; 330,000 compounds, 0.31% hits; AID 540303; active = well fitted inhibition curve with a large enough effect; inconclusive = small, poorly fitted or top-dose-only effect; inactive = no such curve, though single readings can be large or run the other way; tested in mouse RAW 264.7 cells; note: % is set by controls: 0 for no effect and ±100 for the full control effect; nearly all actives have a fitted effect of over 55% in size
# FLuc counter: counter-screen for miR-21 project: firefly luciferase inhibitors or activators; Potency, µM (titrated, usually from 57.5 µM), inactives show at the top dose activity change, negative = inhibition, actives largely listed as inhibitors; purified FLuc, Km substrates, luminescence inhibition; AID 588342; 360,000 compounds, 6.9% hits;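 note: plate controls were vehicle for no effect and reference inhibitor for full effect; nearly all actives have a fitted effect of over 55% in size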
# Target sequence (P08659 whole entry, looked up): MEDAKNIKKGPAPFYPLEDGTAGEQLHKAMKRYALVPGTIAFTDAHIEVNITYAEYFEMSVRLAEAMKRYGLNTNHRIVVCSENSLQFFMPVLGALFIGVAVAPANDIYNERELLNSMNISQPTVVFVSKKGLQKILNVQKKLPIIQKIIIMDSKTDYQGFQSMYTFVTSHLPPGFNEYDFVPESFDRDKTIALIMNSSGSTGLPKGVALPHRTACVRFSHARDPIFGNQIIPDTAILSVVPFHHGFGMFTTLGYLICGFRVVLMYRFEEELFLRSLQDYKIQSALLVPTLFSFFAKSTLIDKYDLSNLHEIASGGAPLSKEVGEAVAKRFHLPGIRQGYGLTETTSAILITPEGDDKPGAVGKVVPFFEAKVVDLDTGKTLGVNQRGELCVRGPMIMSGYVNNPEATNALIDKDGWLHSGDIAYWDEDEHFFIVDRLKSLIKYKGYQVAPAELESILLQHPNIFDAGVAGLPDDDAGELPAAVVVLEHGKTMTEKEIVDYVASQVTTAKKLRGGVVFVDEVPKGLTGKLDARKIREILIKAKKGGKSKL
#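 Purified P. pyralis luciferase, 10 nM final, with Km-level 10 uM D-luciferin and 10 uM ATP in 50 mM Tris acetate pH 7.5, 10 mM Mg acetate, 0.01% Tween-20, 0.05% BSA; 6-point qHTS titration about 60 µM downward; luminescence read.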
# MBNL1 CUG block: blocks human MBNL1 binding to CUG repeat RNA; Q9NR56; TR-FRET MBNL1-His/biotin-(CUG)12 binding, 665/545 ratio; AID 2675; 280,000 compounds, 0.036% hits; Potency, µM (titrated, usually from 57.5 µM), inactives show at the highest dose activity change, negative = inhibition, hits mostly inhibitors; active = well fitted inhibition curve with a large enough effect in the signal ratio, with a control signal flat, not every such curve was filed as active; inconclusive = small, poorly fitted or top-dose-only effect, or effect the other way, or a change in a side signal; inactive = no such curve, though single readings can be large or run the other way; the % refers to the signal ratio; note: % is set by controls: 0 for no effect and ±100 for the full control effect
#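 His-tagged MBNL1 binding to biotinylated (CUG)12 RNA was measured by TR-FRET using terbium anti-His antibody (0.055 ng/ul final) and streptavidin-XL665 (5 nM final). Compounds were titrated 92 nM to 58 uM; 60 min at room temperature.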
# Rab9 promoter act: activators of Rab9 promoter; Huh7 Rab9 promoter-luciferase reporter, luminescence, 24 h; Potency, µM (highest dose often 9.22 µM), without a hit: at the highest dose activation, negative = inhibition, actives largely listed as activators; 320,000 compounds, 2.8% hits; AID 485297; note: % of control where 0% means no effect; nearly all actives have a fitted effect of over 60% in size
#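 Cell-based reporter: Huh7 stable for Rab9 promoter-driven luciferase, plated in reduced-serum medium with 10% FBS at 1500 cells/well, compound-treated 24 h at 37 °C, luminescence read after 10 min reagent.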
# * marks the source's active call; other numbers are inactive results; ? = inconclusive; . = not tested or not shown; & = joins results of further samples; [ ] = another dose, or the depositor's remark. Unless noted, calls come from the whole dose curve; as a rule, active = well fitted curve in the direction sought with a large enough effect; inconclusive = small, poorly fitted or top-dose-only effect, or another doubt; inactive = no such curve, though single readings can be large; an effect the other way counts as inactive or inconclusive. Potency is the fitted concentration of half-maximal effect. Only part of the results is shown; rates above refer to the full screens.
SMILES,ELG1 genotox,BRCA1 expr up,CXXC DNA block,NPC1 promoter act,VP16 counter,RORgamma inh,p53 reactivation,uPA generation,FLuc counter,MBNL1 CUG block,Rab9 promoter act
CCOc1ccc(NC(=O)CN(C)C(=O)c2ccc3[nH]c4c(c3c2)CC(C)CC4)cc1OCC (stereo not given),8%,-13%,.,-4%,.,.,-5%,-22%,-17%,.,-1%
CCN(CC)CCNC(=O)C1c2ccccc2C(=O)N(C)C1c1cn(C)c2ccccc12 (stereo not given),1%,-3%,0%,-9%,6%,-21%,-6%,-7%,0%,-1%,-8%
O=C1NCCCC1C(=O)NCCNC(=O)C(F)(F)F (stereo not given),-1%,-29%,-6%,-2%,-1%,-2%,1%,2%,-1%,-2%,2%
CCCn1nnnc1NC(=O)c1cc(Cl)ccc1Cl,-2%,-14%,10%,-5%,2.2µM*,1.6µM*,-7%,-6%,1%,.,-8%
COC(=O)/C(=N/Nc1cccc(C)c1)N1CCCc2ccccc21,4%,0%,11%,-6%,15%,-11%,23%,3%,-11%,1%,-1%
CNS(=O)(=O)c1cc(Cl)ccc1Sc1ccccc1C(=O)O,0%,-9%,3%,-7%,-1%,1%,1%,7%,4%,5%,-4%
N#Cc1cnn(-c2ccccc2)c1NC(=O)CN1CCN(c2ccccc2)CC1,-5%,0%,0%,-1%,0%,-1%,-2%,-1%,0%,-1%,-8%
Cc1cccc(NC(=S)N(C)C)c1C,-3%,-5%,-7%,-1%,-9%,?,-1%,-4%,-1%,.,-4%
COc1cc(/C=C2\NC(=S)N(C)C2=O)ccc1OCc1cccc(F)c1,8%,-9%,13%,-2%,?,?,17%,-17%,-1%,0%,-5%
Cc1c(C(=O)N(C)C(C)c2ccccn2)oc2c(F)cccc12 (stereo not given),5%,19%,-8%,8%,12%,1%,-38%[inhibitor],-1%,-19%,-10%,16%
COc1ccc(N2C(=O)CCC2(C(N)=O)c2ccccc2)cc1 (stereo not given),0%,.,1%,-4%,-7%,4%,1%,.,0%,0%,-4%
CC(Oc1ccccc1)C(=O)NC1CCSc2ccccc21 (stereo not given),-1%,1%,.,-2%,.,.,5%,?,-12%,.,2%
COc1ccc(S(=O)(=O)Nc2ccc(C)cc2)cc1OC,2%,-1%,0%,2%,-1%,3%,-4%,.,1%,-11%,-1%
CCC(C)NS(=O)(=O)c1ccc(F)c(C(=O)Nc2c(F)cc(F)cc2Br)c1 (stereo not given),-9%,-20%,?,-1%,0%,-6%,-2%,-54%,-4%,2%,4%
Cc1ccc(-c2csc3ncnc(N4CCN(S(=O)(=O)c5cccs5)CC4)c23)cc1,-11%,-58%,.,-4%,.,.,-14%,-8%,2%,.,-6%
CC(C)CN(C(=O)COC(=O)CCC(=O)c1ccc(Cl)cc1)c1c(N)n(Cc2ccccc2)c(=O)[nH]c1=O,3%,-3%,.,-4%,.,.,-1%,-2%,3%,.,-6%
COc1ccc(C(=O)Nc2ccc3ncccc3c2)cc1,0.65µM*,?,5%,0.28µM*,?,?,-19%,-9%,0.43µM*,9%,0.28µM*
Cc1cccc(C)c1NC(=O)COC(=O)c1ccccc1O,6%,1%,2%,0%,-17%,4%,3%,4%,0%,0%,3%
COc1cc2nc(C3CCC3)nc(N3CCN(c4ccccn4)CC3)c2cc1OC,-7%,-9%,-2%,-2%,-19%,-19%,-27%,3%,-4%,13%[11.5 µM],-1%
COc1ccc(OC)c(C(c2c(O)nc(SC)[nH]c2=O)c2c(O)nc(SC)[nH]c2=O)c1,?,32%,-19%,-3%,5%,-32%,5%,-4%,4%,0%,12%
COc1cc2c(cc1OC)C(=S)NC(C)(C)C2,1%,-2%,0%,-4%,?,20µM*,0%,-5%,-2%,-3%,-5%
O=[N+]([O-])c1ccc(NC2CCN(Cc3ccccc3)CC2)c([N+](=O)[O-])c1,-9%,-7%,5%,-5%,15%,3%,12%,-5%,2%,?,?
O=C(NCc1ccccc1Cl)C1CCN(S(=O)(=O)N2CCCCC2)CC1,-1%,5%,-3%,18%,12%,14%,9%,.,?,-6%,13%
CCOC(=O)CSC1=C(C#N)C(c2ccco2)C(C(=O)OCc2ccccc2)=C(C)N1 (stereo not given),1%,-85%,-2%,-1%,-1%,4%,-1%,.,3%,11%,-3%
Cc1ccc(N(CC2CO2)S(=O)(=O)c2ccc(C)cc2)cc1 (stereo not given),1%,-36%,1%,0%,-3%,-5%,8%,-7%,4%,-4%,-8%
O=C1OCCC1Sc1nc2ccccc2[nH]1 (stereo not given),1%,-2%,-6%,0%,1%,-7%,-4%,.,-3%,-4%,2%
CCOc1ccc(N(CC(=O)NC2CCCCC2)C(=O)CSc2nnc(COc3ccccc3)o2)cc1,-8%,-12%,3%,0%,-28%,39%,-12%,0%,0%,-5%,-2%
Cc1ccc(NC(=O)C(c2ccccc2)N2CCN(C(=O)c3ccco3)CC2)cc1 (stereo not given),2%,4%,.,-1%,.,.,11%,9%,?,.,-8%
O=C1NC(Cc2ccccc2)c2nc3cc(F)ccc3c(=O)n2-c2ccc(Cl)cc21 (stereo not given),-2%,.,.,-2%,.,.,-2%,.,2%,.,-3%
CC(Nc1ccc(Cl)cc1)C(=O)NN (stereo not given),0%,0%,0%,-4%,-9%,-4%,-1%,?,1%,-2%,-4%
COc1cc(/C=C2/C(=O)NN(c3ccc(C)c(Cl)c3)C2=O)cc([N+](=O)[O-])c1O,1%,-25%,?,-4%,-1%,22%,-1%,14%,19µM*,?,6%
COC(=O)C1=C(C)N(CC2CC2)C(=NCCN2CCOCC2)N[C@H]1c1ccccc1,-1%,1%,5%&-7%,-2%&-4%,1%&-1%,-4%&4%,.,-15%,1%&7%,0%&1%,-3%&-1%
CCN(CC)CC(=O)Nc1ccc2c(c1)N(C(=O)CN(CC)CC)c1ccccc1CC2,2%,-1%,6%,11%,-8%,-2%,3%,-1%,-14%,-3%,-4%
O=C(NC1CCCCCC1)C1c2ccccc2C(=O)N1Cc1ccco1 (stereo not given),-3%,-3%,3%,-3%,4%,0%,-1%,.,2%,5%,3%
CCCCCCCCCC(=O)NNC(=O)c1c(O)c2ccccc2n(CCC)c1=O,0%,2%,0%,0%,-5%,14%,-3%,3%,1%,2%,-11%
CC(C(=O)NCCc1ccc(Cl)cc1)n1c(=O)c2cccn2c2cccnc21 (stereo not given),-4%,0%,5%,3%,-8%,0%,-7%,8%,1%,-1%,3%

# Part of the list above, showing only CXXC DNA block, MBNL1 CUG block and ELG1 genotox.
smiles	CXXC DNA block	MBNL1 CUG block	ELG1 genotox
CCN(CC)CC(=O)Nc1ccc2c(c1)N(C(=O)CN(CC)CC)c1ccccc1CC2	6%	-3%	2%
COC(=O)C1=C(C)N(CC2CC2)C(=NCCN2CCOCC2)N[C@H]1c1ccccc1	5%&-7%	0%&1%	-1%

# 3 entries from above, set out differently.
COC(=O)/C(=N/Nc1cccc(C)c1)N1CCCc2ccccc21
  ELG1 genotox = 4% | BRCA1 expr up = 0% | CXXC DNA block = 11% | NPC1 promoter act = -6% | VP16 counter = 15% | RORgamma inh = -11% | p53 reactivation = 23% | uPA generation = 3% | FLuc counter = -11% | MBNL1 CUG block = 1% | Rab9 promoter act = -1%

CNS(=O)(=O)c1cc(Cl)ccc1Sc1ccccc1C(=O)O
  ELG1 genotox = 0% | BRCA1 expr up = -9% | CXXC DNA block = 3% | NPC1 promoter act = -7% | VP16 counter = -1% | RORgamma inh = 1% | p53 reactivation = 1% | uPA generation = 7% | FLuc counter = 4% | MBNL1 CUG block = 5% | Rab9 promoter act = -4%

N#Cc1cnn(-c2ccccc2)c1NC(=O)CN1CCN(c2ccccc2)CC1
  ELG1 genotox = -5% | BRCA1 expr up = 0% | CXXC DNA block = 0% | NPC1 promoter act = -1% | VP16 counter = 0% | RORgamma inh = -1% | p53 reactivation = -2% | uPA generation = -1% | FLuc counter = 0% | MBNL1 CUG block = -1% | Rab9 promoter act = -8%
